# Screening data as filed in PubChem.
# rTrxR1 inhibitor = inhibitors of rat thioredoxin reductase 1 | recombinant rTrxR1, NADPH fluorescence consumption, selenite substrate | Potency, µM (doses to about 114 µM), for inactives: top-dose activity change, negative = inhibition, hits mostly inhibitors | hit rate 1% among 390,000 | AID 588453; further: potency means the concentration at half of the fitted maximal effect; on the % scale 0 is the no-effect control and ±100 the full control effect; nearly all actives have a fitted effect of over 65% in size
#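 Rat TrxR1 (90 nM in the dispensed reagent) was pre-reduced with 400 uM NADPH for 5 min at room temperature, then incubated with compound for 15 min. After 400 uM selenite was added, NADPH fluorescence (Ex 340/Em 450 nm) was followed for 8 min.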
# PI4K2A block = PI4K2A (human) kinase inhibition; Q9BTU6; purified PI4K2A, ADP-Glo luminescence, 1 h; hits give low values; activity change, negative = inhibition, % at 76.9 µM; hit rate 0.13% among 420,000; AID 1346378; in the data active means activity change below about -50%; inconclusive means mostly about -30% to -49%;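 further: -100% = wells without enzyme as full effect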
# Target sequence (Q9BTU6 whole entry, looked up): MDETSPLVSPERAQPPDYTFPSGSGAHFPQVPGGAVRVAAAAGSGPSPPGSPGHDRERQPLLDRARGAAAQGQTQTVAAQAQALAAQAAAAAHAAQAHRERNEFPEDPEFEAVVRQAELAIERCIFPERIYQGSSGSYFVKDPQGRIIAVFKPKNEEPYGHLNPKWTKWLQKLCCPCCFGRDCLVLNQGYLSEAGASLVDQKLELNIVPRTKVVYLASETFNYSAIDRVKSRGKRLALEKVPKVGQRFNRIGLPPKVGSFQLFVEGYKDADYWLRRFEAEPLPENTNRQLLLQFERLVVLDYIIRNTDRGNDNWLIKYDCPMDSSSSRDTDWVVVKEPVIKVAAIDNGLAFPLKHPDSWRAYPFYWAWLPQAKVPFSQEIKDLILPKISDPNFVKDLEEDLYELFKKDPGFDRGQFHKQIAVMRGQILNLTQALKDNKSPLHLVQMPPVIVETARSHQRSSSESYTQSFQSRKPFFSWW
#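 ADP-Glo luminescence measured ADP generated by PI4K2A enzyme (4 ug/mL before mixing) with 1.2 mM PI substrate (pre-mix) and 300 microM ATP (pre-mix). Tris pH7.5 buffer with MgCl2, Triton X-100; 1 h reaction at ambient temperature.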
# TrxR1 substrate = substrates of rat thioredoxin reductase 1. hit rate 0.01% among 390,000. purified TrxR1 substrate turnover, NADPH consumption readout. Potency, µM (top dose mostly 114 µM), for the others: at the top dose activity change, negative = substrate turnover. O89049. AID 588456; further: potency means the concentration at half of the fitted maximal effect; on the % scale 0 is the no-effect control and ±100 the full control effect; nearly all actives have a fitted effect of over 50% in size
#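 Rat TrxR1, dispensed at 90 nM, was prereduced with 400 uM NADPH (final) for 5 min at ~22 deg C, then incubated with compound 15 min before 400 uM selenite. A first-read NADPH fluorescence drop versus no-compound background flagged substrates.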
# GLS inh = blocks human kidney-isoform glutaminase activity; Potency, µM (series often up to 45.5 µM), for the others: at the top dose activity change, negative = inhibition, usual class: inhibitors; GLS enzymatic activity, qHTS titration; hit rate 0.21% among 410,000; AID 624170; O94925; further: potency means the concentration at half of the fitted maximal effect; on the % scale 0 is the no-effect control and ±100 the full control effect
#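 Enzyme dispensed in phosphate buffer (45 mM, pH 8.2, 0.02% Tween-20), compounds pinned in, then 1 mM L-glutamine solution and the glutamate oxidase–HRP–Amplex Red mix added; fluorescence read immediately and again after 30 min at room temperature.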
# mIDH1 inhibitor = human IDH1 R132H inhibition. IDH1-R132H enzyme, NADPH consumption, diaphorase/resazurin fluorescence. hit rate 0.093% among 390,000. Potency, µM (series often up to 76.6 µM), inactives show top-dose activity change, negative = inhibition, hits mostly inhibitors; further: potency means the concentration at half of the fitted maximal effect; on the % scale 0 is the no-effect control and ±100 the full control effect; nearly all actives have a fitted effect of over 65% in size
#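 IDH1-R132H (0.5 ug/mL) preincubated 30 min with compound, then NADPH (0.016 mM) and alpha-KG (2 mM) added; 80 min at RT, pH 7.5. Remaining NADPH coupled via diaphorase/resazurin to fluorescence (540/590 nm); concentration-response curves normalized to no-enzyme control.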
# Pin1 inh = human Pin1 inhibition; Q13526; Pin1 FP peptide displacement, HiFluor488, 10 min; Potency, µM (doses to about 115 µM), for inactives: top-dose activity, negative = inhibition, hits mostly inhibitors; hit rate 0.009% among 390,000; active means well fitted inhibition curve with a large enough effect in the polarisation, with a control signal flat, not every such curve was filed as active; inconclusive means small, poorly fitted or top-dose-only effect, or effect the other way, or a change in a side signal; inactive means no such curve, though single readings can be large or run the other way; the % refers to the polarisation; further: potency means the concentration at half of the fitted maximal effect; on the % scale 0 is the no-effect control and ±100 the full control effect
# Target sequence (Q13526 whole entry, looked up): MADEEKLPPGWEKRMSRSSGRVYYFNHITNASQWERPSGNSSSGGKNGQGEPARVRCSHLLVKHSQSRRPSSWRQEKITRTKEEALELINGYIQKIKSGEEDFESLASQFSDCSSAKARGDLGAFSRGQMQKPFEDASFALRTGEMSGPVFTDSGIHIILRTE
# Tb PGK inh = blocks T. brucei phosphoglycerate kinase; PGK/GAPDH coupled, Kinase-Glo luminescence, 60 min; P07378; Potency, µM (highest dose often 57.5 µM), without a hit: top-dose activity change, negative = inhibition, usual class: inhibitors; hit rate 0.043% among 380,000; further: potency means the concentration at half of the fitted maximal effect; on the % scale 0 is the no-effect control and ±100 the full control effect; nearly all actives have a fitted effect of over 60% in size
# Target sequence (P07378 whole entry, looked up): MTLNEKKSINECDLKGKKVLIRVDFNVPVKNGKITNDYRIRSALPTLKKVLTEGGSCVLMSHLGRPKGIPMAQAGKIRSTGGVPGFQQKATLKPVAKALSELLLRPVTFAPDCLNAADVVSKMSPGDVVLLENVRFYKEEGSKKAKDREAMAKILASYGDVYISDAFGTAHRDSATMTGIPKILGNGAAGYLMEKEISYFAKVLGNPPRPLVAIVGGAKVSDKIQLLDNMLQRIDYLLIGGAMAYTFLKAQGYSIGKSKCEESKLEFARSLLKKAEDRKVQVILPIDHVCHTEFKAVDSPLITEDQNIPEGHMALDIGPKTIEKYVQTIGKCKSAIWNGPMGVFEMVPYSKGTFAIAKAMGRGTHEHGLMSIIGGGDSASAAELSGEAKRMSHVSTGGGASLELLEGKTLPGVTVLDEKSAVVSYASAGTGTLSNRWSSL
#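 Luminescent ATP detection (Kinase-Glo Plus) follows a 60-minute room-temperature incubation, with wells lacking PGK as controls. Buffer: 100 mM TEA (pH 7.6), 5 mM MgCl2, 0.01% Tween-20. Coupling enzyme GAPDH (100 nM final) supplies unstable 1,3-BPG in-well.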
# HP1b chromo inh = blocks HP1-beta chromodomain binding to methylated histone tails | AlphaScreen HP1-beta / biotin-H3K9me3 peptide binding | hit rate 0.56% among 390,000 | P83916 | AID 540317 | Potency, µM (highest dose often 114 µM), inactives show at the highest dose activity change, negative = inhibition, most hits filed as inhibitors; further: potency means the concentration at half of the fitted maximal effect; nearly all actives have a fitted effect of over 70% in size; inactives centre near 23
#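 Compound inhibition of the preformed complex between 50 nM HP1-beta and 50 nM biotinylated H3K9me3 peptide was read by AlphaScreen. Buffer was PBS pH 7.4 with 0.01% Tween-20. Incubations ran 30 min at room temperature, with 10 ug/mL donor/acceptor beads.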
# USP1-UAF1 inh = USP1/UAF1 (human) deubiquitinase inhibition | O94782 | recombinant USP1/UAF1, Ub-Rhodamine cleavage fluorescence | Potency, µM (series often up to 57.1 µM), for inactives: at the highest dose activity change, negative = inhibition, usual class: inhibitors | hit rate 0.23% among 390,000; further: potency means the concentration at half of the fitted maximal effect; on the % scale 0 is the no-effect control and ±100 the full control effect; nearly all actives have a fitted effect of over 60% in size; inactives centre near -12
#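 USP1/UAF1 complex at 1 nM was preincubated with compound for 15 min at room temperature, then Ub-Rho substrate (150nM final) was added. Fluorescence (480/540 nm) was read kinetically, 6 reads every 60 seconds.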
# An asterisk follows results filed as active; i = inactive; ? = inconclusive; . = no result given; [ ] = another dose, or the depositor's remark. Unless noted, the call rests on the fitted dose curve; in most records, active means well fitted curve in the direction sought with a large enough effect; inconclusive means small, poorly fitted or top-dose-only effect, or another doubt; inactive means no such curve, though single readings can be large; an effect the other way counts as inactive or inconclusive. A portion of the library; count on the stated rates, not on these rows.
SMILES,rTrxR1 inhibitor,PI4K2A block,TrxR1 substrate,GLS inh,mIDH1 inhibitor,Pin1 inh,Tb PGK inh,HP1b chromo inh,USP1-UAF1 inh
CC(CN1CCOCC1)(NS(=O)(=O)c1ccccc1)c1ccccc1 (centres undefined),3%[57.1 µM],6,2%[57.1 µM],-1%,3%,0%,i,25%,3%
Cc1ccccc1-c1ncc(CN2CCN(C3CCCC3)C(CCO)C2)cn1 (centres undefined),34%,-15,8%,0%,18%,0%,-9%,54%[activator],-19%
Cc1ccc(NC(=O)CN(C)C(=O)COC(=O)CNS(=O)(=O)c2ccc(F)c(F)c2F)cc1,9%,-1,2%,-2%,-1%,-5%,-6%,9%,-6%
COc1cccc(N(CC(=O)NC2CCCCC2)C(=O)CCC(=O)Nc2nc(C)cs2)c1,-1%[57.1 µM],-1,-3%[57.1 µM],0%,4%,-2%,-6%,-1%,-12%
CCC(=O)N/C(N)=N/c1nc(C)c2cc(C)c(C)cc2n1,12%[57.1 µM],-1,5%,7%,0%,37%[activator],20%,24%,-10%
CCN(CC)CCn1c(=S)[nH]c2ccccc2c1=O,-1%[57.1 µM],13,-1%[57.1 µM],3%,-2%,-18%,-7%,29%,-4%
COc1ccc(/C=N/NC(=O)Nc2cccc3nsnc23)cc1OC,-1%,4,-2%,0%,4%,14%,5%,24%,-15%
CC(=O)Nc1ccc(Oc2ccc3nc(C)[nH]c3c2)cc1,15%[57.1 µM],-1,-6%[57.1 µM],-8%,9%,-4%,i,35%,-16%
CCOc1ccc(C(C(=O)NC(C)(C)C)N(CCOC)C(=O)CCC(=O)Nc2ccccn2)cc1 (centres undefined),11%[57.1 µM],-1,3%[57.1 µM],6%,-1%,5%,6%,32%,-12%
OCC1CCCC(n2cnc3c(=S)nc[nH]c32)O1 (centres undefined),?,-3,-5%,0%,-1%,-12%,-7%,-25%,-32%
CCSc1nc2ccccc2n1C(=O)Oc1ccccc1,16%[57.1 µM],-4,7%[57.1 µM],2%,7%,6%,-6%,63%[activator],-19%
FC(F)(F)c1cc(-c2ccccc2)nc(-n2cncn2)n1,4%,-3,4%,10%,8%,-9%,6%,24%,-1%
COc1cccc(N2CCN(C(=O)CCn3nc(C)c(S(=O)(=O)N4CCCC4)c3C)CC2)c1,6%[57.1 µM],-2,0%[57.1 µM],3%,6%,-16%,-19%,-35%,-3%
O=C(Nc1ccsc1C(=O)N1CCCC1)c1ccccc1,18%[57.1 µM],-3,-15%[57.1 µM],0%,5%,-8%,i,41%,-19%
O=C(Nc1ccc(S(=O)(=O)N2CCCCC2)cc1)c1cccnc1Cl,-13%[57.1 µM],-2,0%[57.1 µM],-5%,3%,-1%,i,41%[activator],-12%
Cc1cc(C)c(C(=O)CSc2nnc(-c3ccccc3Br)o2)cc1C,19%[57.1 µM],-1,11%[57.1 µM],7%,8%,1%,-7%,65%[activator],-2%
Cc1onc(-c2ccccc2Cl)c1C(=O)N1CCN(Cc2ccc3c(c2)OCO3)CC1,9%,13,-1%,0%,-5%,-3%,i,17%,-14%
C/C(=N\NC(=O)c1ccc([N+](=O)[O-])cc1)c1cccc([N+](=O)[O-])c1,14%,3,1%,7%,-6%,-3%,4%,7%,-11%
O=C(c1nnc(-c2ccc(Cl)cc2)o1)C1CCCC1,18%[57.1 µM],-1,-7%[57.1 µM],-8%,0%,4%,i,40%[activator],-13%
O=C(NC1CCCCCC1)C(Cc1ccccc1)n1cccc1 (centres undefined),9%,-2,-1%,-9%,6%,-7%,1%,31%,-22%
CCn1cc(C(=O)O)c(=O)c2cc(F)c(N3CCN(C(=S)NC(=O)c4ccc(F)cc4)CC3)cc21,-2%,1,10%,9%,0%,?,-4%,42%[activator],-2%
Cc1ccc(CN2CCN(C/C(Cl)=C/c3ccccc3)CC2CCO)o1 (centres undefined),14%,0,0%,6%,10%,-1%,i,-5%,-13%
CCc1cccc(C)c1NC(=O)c1cccnc1,19%,-1,7%,-7%,3%,-5%,3%,23%,-21%
Cn1cnc2c(cnn2-c2ccccc2)c1=O,19%,0,4%,6%,4%,1%,-9%,18%,-8%
O=C(NC1CCN(Cc2ccccc2)CC1)c1ccc(S(=O)(=O)NCc2ccco2)cc1,2%,23,9%[57.1 µM],6%,-3%,-1%,10%,19%,2%

# Next part; the last 2 above are carried over.
SMILES,rTrxR1 inhibitor,PI4K2A block,TrxR1 substrate,GLS inh,mIDH1 inhibitor,Pin1 inh,Tb PGK inh,HP1b chromo inh,USP1-UAF1 inh
Cn1cnc2c(cnn2-c2ccccc2)c1=O,19%,0,4%,6%,4%,1%,-9%,18%,-8%
O=C(NC1CCN(Cc2ccccc2)CC1)c1ccc(S(=O)(=O)NCc2ccco2)cc1,2%,23,9%[57.1 µM],6%,-3%,-1%,10%,19%,2%
CC(NS(=O)(=O)c1cc2c3c(c1)CCC(=O)N3CCC2)c1ccccc1 (centres undefined),-9%,2,-7%,-1%,3%,-6%,-6%,41%[activator],-22%
Cc1cc(Nc2ccc(F)cc2Cl)n2ncnc2n1,5%[57.1 µM],3,10%[57.1 µM],0%,-2%,-4%,2%,31%,-11%
C=CCn1c(SCC(=O)NCc2ccc3c(c2)OCO3)nnc1-c1cccnc1,23%[57.1 µM],3,9%[57.1 µM],-14%,20%,-6%,-3%,11%,-3%
Cc1ccc(N2CC(C(=O)Nc3cccnc3)CC2=O)cc1Cl (centres undefined),9%,1,-1%,-4%,9%,-12%,-2%,25%,-13%
Cc1ccccc1CNC(=O)Cc1ccccc1[N+](=O)[O-],-13%,-2,-12%,12%,7%,-2%,-5%,21%,1%
S=C(NCCCN1CCOCC1)N(Cc1ccccc1)Cc1ccccc1,22%,7,3%,-21%,0%,-10%,-10%,37%,-17%
Cc1ccc(C(=O)Nc2cccnc2)cc1Cl,11%[57.1 µM],-4,7%[57.1 µM],1%,9%,-6%,-10%,20%,-5%
Cc1ccc2ncnc(Nc3cccc(C(=O)O)c3)c2c1,16%[57.1 µM],-7,-8%,0%,8%,-2%,-4%,24%,-10%
CC(C)(C)c1ccc(S(=O)(=O)N2CCN(C(=O)C3=COCCO3)CC2)cc1,19%,-1,10%,-5%,3%,-4%,i,59%[activator],-16%
Nc1nc2nc[nH]c2c(=O)[nH]1,9%,-3,2%,7%,-6%,-8%,6%,23%,-22%
O=C(NCc1ccccc1)c1ccc(NC(=O)C2CCCCC2)cc1,17%,-4,4%,2%,-9%,2%,9%,40%[activator],-27%
C=CCNS(=O)(=O)c1nc(C)c(Cl)c(C)c1C#N,13%,2,6%,2%,7%,2%,-9%,36%,-17%
Cc1cccc(N2CCN(C(=O)CN3C(=O)COc4ccc(S(=O)(=O)N5CCC(C)CC5)cc43)CC2)c1C,12%,0,2%,1%,-21%,1%,-1%,14%,-6%
O=C(NCc1ccc2c(c1)OCO2)C1CCCN1C(=O)Nc1cccc(F)c1 (centres undefined),-5%,9,-2%,0%,0%,-1%,-5%,12%,-1%
CCCCC#Cc1ccccc1CC(=O)Nc1ccccc1,4%[57.1 µM],-7,1%,-9%,-10%,-3%,-4%,47%[activator],-24%
COc1cc(/C(C)=N/NC(=O)C(O)(c2ccccc2)c2ccccc2)ccc1O,6%[57.1 µM],75,-9%,-16%,0%,5%,-5%,15%,-18%
COc1ccccc1NC(=O)CSCc1ccc([N+](=O)[O-])cc1,26%,0,-1%,-1%,-13%,-2%,-7%,-8%,-7%
CC1=C(C#N)C(/C=N/OCc2ccc(F)cc2Cl)CC(=O)N1 (centres undefined),23%[57.1 µM],3,-3%[57.1 µM],33%[activator],-1%,10%,0%,?,-21%
Cc1cc(C)nc(NS(=O)(=O)c2ccc(NC(=O)c3ccc(S(=O)(=O)N4CCOCC4)cc3)cc2)n1,9%,2,0%,5%,-6%,4%,26%,30%,-14%
CC(=NCCCn1ccnc1)c1c(-c2ccccc2)[nH]n(-c2nc3ccccc3s2)c1=O,6%[57.1 µM],8,-5%[57.1 µM],5%,-4%,0%,8%,-15%,-22%
CC(C)n1c(=O)[nH]c(=O)n1C(C)C,22%,4,1%,-19%,2%,-4%,-5%,5%,2%
Cn1c(SC2C(=O)CC(C)(C)CC2=O)nnc1-c1ccco1,-8%,4,-4%[57.1 µM],2%,3%,0%,.,30%,-3%
FC(F)(F)c1cc(C(F)(F)F)c2ccc(N3CCOCC3)nc2n1,6%,6,1%,-4%,4%,-3%,-3%,96%[activator],-17%
CCCCNC(=S)N/N=C/c1ccccc1F,-16%,0,-16%,18%,0%,6%,9%,19%,-10%
CCNc1nc(OCCNC(C)=O)nc(N(C)C)n1,-12%,-6,-11%,11%,7%,20%,-4%,15%,-2%
Cc1ccc(C(=O)NCC(=O)OCCCOC(=O)CNC(=O)c2ccc(C)cc2)cc1,10%,0,-5%,-1%,6%,-6%,i,-3%,-5%
CN(Cc1nc(-c2ccccn2)no1)S(=O)(=O)c1ccc(Br)cc1,-1%,7,-4%,19%,9%,3%,13%,29%,-13%
NC(=O)COC(=O)[C@@H]1CC(O)CN1S(=O)(=O)c1ccc2c(c1)OCCO2 (some centres undefined),5%,2,-2%,0%,-3%,1%,-1%,1%,-1%
